# Bioassay records as filed in PubChem BioAssay.
# SUMO HTRF inh: inhibitors of human SUMOylation (UBC9). AID 2006. 290,000 compounds, 0.36% hits. HTRF SUMOylation assay, SAE1/SAE2 + UBC9, in vitro. inhibition, % at 35 µM; in the data active = inhibition above about 50%, passing the limit was not always enough; note: strong numbers were not always called active
# Target sequence (P63279 whole entry, looked up): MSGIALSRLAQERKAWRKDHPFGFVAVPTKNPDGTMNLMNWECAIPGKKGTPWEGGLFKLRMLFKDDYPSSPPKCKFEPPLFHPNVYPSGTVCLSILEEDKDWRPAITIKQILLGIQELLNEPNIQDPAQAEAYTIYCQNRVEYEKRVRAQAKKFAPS
# CRFR2-BP antag: CRF-BP/CRF-R2 complex antagonism; HEK293 CRF-R2/CRF-BP, CRF-induced calcium fluorescence; inhibition, % at 11.8 µM; 350,000 compounds, 0.59% hits;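 active = inhibition of the ligand-induced calcium signal above about 50% at the single tested concentration, limit read from the data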
# CRFR2-BP ag: CRF-BP/CRF-R2 complex agonism. HEK293 CRF-R2/CRF-BP, calcium dye fluorescence (FLIPR); percent of saturating CRF peptide response. activation, % at 13.2 µM. 350,000 compounds, 0.46% hits. AID 588473;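 active = activation of at least 50%, plus an integration ratio under a set limit after plate pattern correction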;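 note: plate controls were neutral control wells without compound for no effect and CRF at EC100 for full effect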
# MEKK2wt PB1 HTS: raises or lowers MEK5 binding to wildtype human MEKK2 PB1 domain; binding response (% of control), % at 10 µM; 290,000 compounds, 1.1% hits; Q9Y2U5; bead flow cytometry, Alexa488-MEK5 binding to MEKK2 WT; actives lie on both sides; in the data active = binding response below about 67% or above about 130%
# HCV NS3 hel inh: HCV NS3 helicase inhibition; NS3 helicase DNA unwinding, Cy5 molecular beacon fluorescence; inhibition, % at 10.9 µM; 290,000 compounds, 0.56% hits; AID 1800;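 active = inhibition above the mean of all tested compounds plus 3 SD, set per campaign, cut at about 35% in these data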;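 note: 0% = DMSO wells and 100% = thioflavine S control wells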
#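 Assay system: hepatitis C virus NS3 helicase domain fragment enzyme. Also added: annealed dual-labelled DNA beacon duplex, ATP-started. Timing: 1 h reaction at 25 °C, ATP-initiated. Technique: Cy5 fluorescence at 0 and 60 min, beacon hairpin quenching. Evaluation: % inhibition of unwinding. Replication: one well per compound.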
# MEKK2 mut-MEK5: signal of MEK5 binding to mutant human MEKK2 PB1 domain | bead flow cytometry, Alexa488-MEK5 binding to MEKK2 mutant | 290,000 compounds, 0.35% hits | AID 1530 | percent response, % at 10 µM; in the data active = percent response above about 24%, passing the limit was not always enough; note: inactives centre near 1; some results filed as inactive read as strong as hits; reference of the scale not given here
# MEKK3 PB1 HTS: MEKK3-MEK5 PB1 interaction, increase or decrease | binding response (% of control), % at 10 µM | 290,000 compounds, 1.4% hits | bead-based flow cytometry, Alexa488-MEK5 binding to MEKK3; actives lie on both sides; 0 = blocked by unlabeled MEK5, 100 = vehicle | Q99759 | AID 1529;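 active = binding response more than 3 SD above or below the average of its plate-row segment, actives on both sides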;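 note: Alexa488 bead fluorescence after subtracting the streptavidin-only scavenger bead signal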
# Target sequence (Q99759 whole entry, looked up): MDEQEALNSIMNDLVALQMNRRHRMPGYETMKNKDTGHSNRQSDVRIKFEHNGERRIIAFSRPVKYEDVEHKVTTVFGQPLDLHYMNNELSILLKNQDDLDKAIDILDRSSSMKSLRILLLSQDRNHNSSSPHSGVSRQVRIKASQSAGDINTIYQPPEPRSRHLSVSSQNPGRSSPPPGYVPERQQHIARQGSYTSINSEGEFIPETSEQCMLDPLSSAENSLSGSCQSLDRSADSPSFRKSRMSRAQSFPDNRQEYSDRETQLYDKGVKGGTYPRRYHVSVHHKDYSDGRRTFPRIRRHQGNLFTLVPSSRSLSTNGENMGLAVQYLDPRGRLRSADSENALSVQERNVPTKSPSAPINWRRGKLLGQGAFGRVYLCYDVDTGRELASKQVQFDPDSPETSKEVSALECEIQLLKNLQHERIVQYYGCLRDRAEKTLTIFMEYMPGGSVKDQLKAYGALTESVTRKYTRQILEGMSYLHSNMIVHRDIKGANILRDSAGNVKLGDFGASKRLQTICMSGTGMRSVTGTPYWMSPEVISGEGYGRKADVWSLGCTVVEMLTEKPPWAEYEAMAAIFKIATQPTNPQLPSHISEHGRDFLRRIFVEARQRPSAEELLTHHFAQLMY
# FID counter: fluorescent intercalator displacement, NS3 helicase counter-screen | AID 1845 | inhibition, % at 7.9 µM | DNA fluorescent intercalator displacement, fluorescence | 290,000 compounds, 0.17% hits; in the data active = inhibition above about 37%;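 note: 0% = vehicle and 100% = reference compound; higher means more ethidium bromide displaced from hairpin DNA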
# GalR3 antag: blocks the human galanin receptor 3 | inhibition, % at 3 µM | AID 651719 | HEK293 GalR3-CNG cAMP membrane potential fluorescence; galR3 body fused to GalR1 C-terminus | O60755 | 360,000 compounds, 0.44% hits;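 active = inhibition above the screen-wide average plus 3 SD, cut at about 13% in these data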;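 note: forskolin and galanin both at EC90 stimulate the cells; cAMP rise reported by CNG channel membrane potential dye signal; 0% = forskolin plus galanin with DMSO and 100% = forskolin alone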
# Target sequence (O60755 1-299 limits assumed): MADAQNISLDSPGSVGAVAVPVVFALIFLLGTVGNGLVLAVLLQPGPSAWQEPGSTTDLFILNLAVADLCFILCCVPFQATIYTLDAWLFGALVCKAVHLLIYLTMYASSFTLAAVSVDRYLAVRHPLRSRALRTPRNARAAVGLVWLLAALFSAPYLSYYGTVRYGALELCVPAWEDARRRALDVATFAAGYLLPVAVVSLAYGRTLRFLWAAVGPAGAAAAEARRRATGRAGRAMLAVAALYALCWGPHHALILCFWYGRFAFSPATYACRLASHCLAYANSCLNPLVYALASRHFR
# The depositor's hits bear a star; . = not tested or not shown; & = joins results of further samples.
# Start of the listing, in advance:
SMILES,SUMO HTRF inh,CRFR2-BP antag,CRFR2-BP ag,MEKK2wt PB1 HTS,HCV NS3 hel inh,MEKK2 mut-MEK5,MEKK3 PB1 HTS,FID counter,GalR3 antag
O=C(O)C1CCN(C(=O)COc2ccc(Br)cc2)CC1,1,14,-2.6,99,1,4,101,-3,-8
Cc1nnc(-n2ncc(C#N)c2N)c2nn(-c3cccc(Cl)c3)c(C)c12,9,42,0.8,97,6,2,95,-8,-2
COc1ccc(CC(=O)N2CC(C)CC(C)C2)cc1 (stereo unspecified),6,21,0.1,103,1,0,99,-5,0
O=C(Cc1ccccc1)NC(NCCCN1CCOCC1)(C(F)(F)F)C(F)(F)F,18,11,2.0,103,0,8,102,4,3
CCOC(=O)c1c(NC(=O)CN2CCCc3ccccc32)sc(C)c1CC,13,14,5.8,105,19,-1,107,-9,1

# The list itself, from the first entry:
SMILES,SUMO HTRF inh,CRFR2-BP antag,CRFR2-BP ag,MEKK2wt PB1 HTS,HCV NS3 hel inh,MEKK2 mut-MEK5,MEKK3 PB1 HTS,FID counter,GalR3 antag
O=C(O)C1CCN(C(=O)COc2ccc(Br)cc2)CC1,1,14,-2.6,99,1,4,101,-3,-8
Cc1nnc(-n2ncc(C#N)c2N)c2nn(-c3cccc(Cl)c3)c(C)c12,9,42,0.8,97,6,2,95,-8,-2
COc1ccc(CC(=O)N2CC(C)CC(C)C2)cc1 (stereo unspecified),6,21,0.1,103,1,0,99,-5,0
O=C(Cc1ccccc1)NC(NCCCN1CCOCC1)(C(F)(F)F)C(F)(F)F,18,11,2.0,103,0,8,102,4,3
CCOC(=O)c1c(NC(=O)CN2CCCc3ccccc32)sc(C)c1CC,13,14,5.8,105,19,-1,107,-9,1
O=C(NCc1ccc(F)cc1)c1cc2ccccn2n1,-8,26,0.1,99,6,5,105,6,.
COc1ccc(-c2nc(CS(=O)(=O)CC(=O)NCc3ccccc3OC)c(C)o2)cc1,13,1,-3.7,98,-8,0,97,-45,-8
CCn1c(=O)c2cc(C(=O)Nc3ccc(OC)cc3OC)sc2c2ccccc21,9,4,0.4,90,-2,-6,94,-3,-3
COCCN(C(=O)CCC(=O)Nc1ccccn1)C(C(=O)NC(C)(C)C)c1ccc(OC)cc1 (stereo unspecified),7,-2,-0.3,102,-1,0,100,-33,-8
Cc1ccc(/C(N)=N/OC(=O)CCCc2ccccc2)cc1,-6,9,-1.3,96,-2,-6,99,-16,2
CC(=O)c1cccc(NC(=O)Cn2cnc(S(=O)(=O)N3CCCC3)c2)c1,5,-11,0.2,97,1,-8,99,-1,3
CCOC(=O)C1=C(C)Nc2ccccc2N=C1NC(=O)/C=C/c1ccc(OC)cc1OC,7,28,-3.2,95,2,-6,100,-21,3
Cc1nn(C(=O)Cn2cc([N+](=O)[O-])cn2)c(C)c1Cl,15,1,-0.1,99,-2,1,101,3,0
CN(Cc1cccc(F)c1)C(=O)c1ccc(S(=O)(=O)C(F)F)cc1,2,13,-0.4,98,-5,1,98,-9,-2
CCOc1ccc(C(C)=O)cc1COc1ccc(C)nc1[N+](=O)[O-],-1,16,-1.2,103,-4,4,101,-15,-4
CCOC(=O)c1nc(C)sc1-c1ccnn1S(=O)(=O)c1cccc(Cl)c1,4,23,0.9,94,-9,-2,102,-33,-1
O=C(O)CCCCCNc1nc(-c2ccccc2)nc2ccccc12,4,-1,0.2,104,7,17,103,-21,-11
O=C(CCCC1=NS(=O)(=O)c2ccccc2N1)N1CCN(c2ccccc2)CC1,10,-7,-1.0,105,-2,2,101,-13,0
COCCNC(=O)Cn1nc(-c2ccc(C)cc2)ccc1=O,6,7,2.8,110,-7,4,107,-5,.
Cc1ccc(N(Cc2cc3ccccc3[nH]c2=O)S(C)(=O)=O)cc1,12,4,-0.4,82,-4,-13,89,0,-4
CCOC(=O)c1nc(NCCc2ccccc2)sc1C,-10,10,-1.7,106,0,-1,98,-18,-4
Cc1ccc(NC(=O)CSc2cccc[n+]2[O-])c([N+](=O)[O-])c1,11,0,3.7,99,6,0,104,-2,0
O=C(CN1CCCc2ccccc21)N/N=C/c1ccccc1,-9,-32,25,103,-1,9,96,-1,-6
Cc1cc2n(n1)C(c1ccccc1)CC(c1ccc(Br)cc1)=N2 (stereo unspecified),-1,-28,46,100,8,0,125,-26,.
COCCn1c(C)cc(C(=O)Cn2nc(C(=O)O)c3ccccc3c2=O)c1C,-8,-6,-1.1,97,-6,0,100,-26,4
O=C(Nc1ccccc1Br)c1ccc2nccnc2c1,2,0,-0.5,98,4,1,102,-6,-8
CN(Cc1ccccc1)C(=O)COC(=O)c1ccccc1NS(=O)(=O)c1cccc(N)c1,-18,-5,-0.5,94,-8,-2,94,-15,0
COc1cc(S(=O)(=O)N2CCN(C)CC2)c(OC)cc1Cl,8,15,-1.3,92,0,-6,95,3,1
COc1ccc(NC(=O)CSc2nc(O)cc(=O)n2C)cc1,-12,5,-0.1,96,6,-4,91,-18,-1
Cc1cc(C)n(C(=O)N(c2ccccc2)c2ccccc2)n1,-2,15,-7.3,110,3,7,104,-26,-13
CC1CC(C)(C)CC2(C1)NC(=O)N(CC(=O)Nc1ccc(N3CCCCC3)cc1)C2=O (stereo unspecified),-20,-11,-1.2,104,-6,5,99,-20,0
C=CCn1cccc(C(=O)Nc2ccc(OCC)cc2)c1=O,14,7,-1.5,93,-4,-1,88,-26,1
O=C(NNC1=C(C(=O)C(F)(F)F)CCC1)c1cccnc1,4,-1,1.5,99,-20,-3,103,0,0
COn1c(SCc2cccc(Cl)c2)nc2ccccc2c1=O,-8,4,1.5,94,-2,-5,95,-5,-3
CC(C)(C)c1ccc(CCC2OCC(C[N+]3(C)CCOCC3)O2)cc1 (stereo unspecified),3,10,-2.4,98,-15,-7,91,10,-5
O=S(=O)(NCCc1ccncc1)c1ccc(F)cc1,-3,-7,18,106,5,7,105,-5,0
Cn1c(NNC(=O)c2cccc3ccccc23)cc(=O)n(C)c1=O,3,17,-2.7,104,2,9,104,-5,.
Cc1ccccc1Nc1nnc(-c2ccc(C(=O)NCCO)cc2)c2ccccc12,-4,-13,-2.0,100,29,-2,99,-26,-11
Cn1cnnc1SCC(=O)N(Cc1ccc2c(c1)OCO2)C1(C(=O)NC2CCCCC2)CCCC1,31,9,0.2,105,13,8,107,-31,-3
O=C(CSc1ccccc1)Nc1ccc2c(c1)OCCO2,6,-8,-8.1,105,1,7,103,-15,-3
O=c1c(C=NCCN2CCNCC2)c(-c2ccccc2)[nH]n1-c1ccc([N+](=O)[O-])cc1,-7,.,.,179*,18,31,118,-1,.
COc1cc(/C=N/NC(=O)c2cc(-c3ccc4c(c3)OCO4)n[nH]2)ccc1O,-9,20,0.0,105,14,3,107,-6,-4
CCN1CCN(c2ncc3c(n2)CC(c2ccc(OC)c(OC)c2)CC3=O)CC1 (stereo unspecified),15,4,3.9,100,-1,4,100,12,-8
COc1ccc(C2C3=C(CCCC3=O)Nc3nc(C(F)(F)F)nn32)c(OC)c1OC (stereo unspecified),-13,2,-0.5,100,6,3,97,-12,-4
O=C(CCC(=O)OCC(F)(F)C(F)F)Nc1ccc(Cl)cc1,18,16,-1.0,87,2,-8,90,-2,-5
O=c1c2ccccc2nc(CSc2ncnc3nc[nH]c23)n1-c1cccc(C(F)(F)F)c1,2,-15,0.5,103,6,6,104,-1,-3
COc1ccc(-n2c(=S)[nH]c3sc4c(c3c2=O)CCc2ccccc2-4)cc1,7,.,.,82,1,-2,91,1,.
Cc1ccccc1CN(C)CC(=O)Nc1ccccc1-c1ccccc1,0,-20,-1.1,94,-7,1,98,-17,-12
COc1cccc(CC(NC(C)=O)C(=O)NC2CCN(C(=O)Nc3ccc(C)cc3)CC2)c1 (stereo unspecified),14,-7,-1.2,103,-23,6,104,-24,-7
CC1(C)Cc2ccccc2C(COc2ccccc2)=N1,12,9,-0.5,108,-8,0,106,-11,-8
CC(C)Nc1nc(Cl)nc(NNC(=O)C(C)Oc2ccccc2)n1 (stereo unspecified),18,7,-0.5,96,-7,-1,94,-8,0
CCCCOP(=O)(c1ccc(N(C)C)cc1)C(O)c1ccc(OC)cc1 (stereo unspecified),5,-1,0.0,101,0,5,104,-40,-10
COc1ccc(O)c(/C=N/NC(=O)c2cccc(N3CCCC3=O)c2)c1,24,-39,2.6,108,-1,6,100,-24,-4
CCCCCCCC1(C)NC(=O)NC1=O (stereo unspecified),5,-9,-0.3,91,-1,-13,92,-4,-5
Cc1ccc(S(=O)(=O)NCc2csc(C)n2)c(C)c1,-13,4,-0.4,107,17,6,104,-12,0
CCN(CC)CCN1C(=O)C(=O)/C(=C(/O)c2c(C)[nH]c(C(=O)OC)c2C)C1c1cccnc1 (stereo unspecified),7,-18,-0.8,94,5,-2,94,3,-6
C/C(N)=C(/C#N)C(=O)COC(=O)COc1ccc(Cl)cc1,10,9&16,-2.1&-0.2,94,0,-2,95,0,-5&0
Cc1ccc(C)c(-c2cc(C(=O)N/N=C/c3cccnc3)c3ccccc3n2)c1,-4,-29,4.6,100,-7,3,100,-40,0
CC(C)NC(=O)c1n[nH]c(=O)c2ccccc12,9,-1,-1.6,120,10,8,113,1,0
CCc1nnc(NS(=O)(=O)c2ccc(NC(=O)c3ccccc3C)cc2)s1,17,-5,0.5,98,18,1,102,-35,0
# Further entries follow.
SMILES,SUMO HTRF inh,CRFR2-BP antag,CRFR2-BP ag,MEKK2wt PB1 HTS,HCV NS3 hel inh,MEKK2 mut-MEK5,MEKK3 PB1 HTS,FID counter,GalR3 antag
O=C(NCC1CCCO1)c1ccc(CS(=O)(=O)c2ccc(Br)cc2)o1 (stereo unspecified),12,1,2.1,102,0,2,103,-13,-2
CC(Oc1ccc(Cl)cc1)C(=O)Nc1ccccc1C(=O)N1CCOCC1 (stereo unspecified),6,0,-0.5,98,4,-1,96,-16,1
CC1(C)CC(=O)C=C(Nc2cccc(F)c2)C1,14,-3,-0.1,102,-6,1,102,-4,-11
Cc1ccc(Nc2nc(-c3cccnc3)nc3ccccc23)cc1,19,-2,0.6,106,-2,8,102,-16,-3
OC(Cn1cncn1)(c1ccc(F)cc1)c1ccc(Cl)cc1 (stereo unspecified),17,17,-1.0,97,-4,-2,99,-7,-4
COc1ccccc1N(CC(=O)NCc1ccc(F)cc1)C(=O)CCC(=O)Nc1ccccn1,11,-4,3.1,97,-4,-8,96,-35,-4
Cn1c(COc2ccc(Cl)cc2)nc2ccccc2c1=O,41,12,4.9,92,2,0,99,-8,-4
COCC1CCN(Cc2cn(C)nc2-c2cccc(Cl)c2)C1 (stereo unspecified),-2,5,-3.7,87,-1,-17,91,7,-4
O=C(/C=C/c1c(Cl)nc2ccccn12)N1CCN(c2ccccc2F)CC1,30,2,0.0,101,1,1,105,-19,-2
CC(Sc1ccsc1[N+](=O)[O-])C(=O)N1CCN(c2ccccn2)CC1 (stereo unspecified),18,-1,-3.1,98,4,-2,101,-5,-4
O=C(c1cc2ccccc2oc1=O)N1CCN(CCc2ccccc2)CC1,12,-14,13,107,4,1,97,-12,-3
O=C(Cc1ccccc1)Nc1ccc2c(c1)CCC2,15,6,-2.4,100,2,5,103,-8,-8
O=C(CSc1nc2ccccc2[nH]1)Nc1c(F)c(F)c(F)c(F)c1F,8,-28,4.2,94,-4,-5,97,3,16*

# Some of the compounds tested; count on the stated rates, not on these rows.
